Compound activity as filed in PubChem BioAssay.
PTHR1 agonist: PTHR1 (human) receptor agonism. Potency, µM (top dose mostly 115 µM), without a hit: at the top dose activation, hits mostly activators. HEK293 GP2 PTHR1 cells, GloSensor cAMP luminescence, 1 h. 410,000 compounds, 0.075% hits. AID 743266; further: potency means the concentration at half of the fitted maximal effect; nearly all actives have a fitted effect of over 55% in size; some results filed as inactive show a strong effect at the top dose; inactives centre near -15; many of its hits are not listed in these tables
Target sequence (Q03431 whole entry, looked up): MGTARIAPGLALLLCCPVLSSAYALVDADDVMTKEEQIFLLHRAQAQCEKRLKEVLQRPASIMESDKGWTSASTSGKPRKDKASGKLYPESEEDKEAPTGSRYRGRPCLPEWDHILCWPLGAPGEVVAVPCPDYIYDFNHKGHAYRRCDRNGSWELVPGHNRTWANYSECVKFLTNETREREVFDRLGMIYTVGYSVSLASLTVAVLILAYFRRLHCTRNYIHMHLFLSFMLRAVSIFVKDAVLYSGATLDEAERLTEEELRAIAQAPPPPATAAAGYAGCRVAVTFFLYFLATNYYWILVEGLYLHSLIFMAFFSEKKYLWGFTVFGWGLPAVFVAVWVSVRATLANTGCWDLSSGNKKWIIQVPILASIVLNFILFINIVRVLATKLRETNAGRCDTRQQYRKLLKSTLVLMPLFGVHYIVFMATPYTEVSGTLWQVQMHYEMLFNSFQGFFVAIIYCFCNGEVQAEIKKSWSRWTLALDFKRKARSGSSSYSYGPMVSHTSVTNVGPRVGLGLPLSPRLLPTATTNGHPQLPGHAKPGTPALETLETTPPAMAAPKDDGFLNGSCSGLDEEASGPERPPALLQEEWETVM
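HEK-293-derived GP2 cells expressing PTHR1 and a GloSensor cAMP reporter, 3,000/well, plated overnight, given luciferin plus IBMX (each 0.5 mM as added) for 1 h at 37 °C, then compound for 1 h at 37 °C. Luminescence was read after 15 min at room temperature.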
DRD3 antagonist: D3 dopamine receptor (human) antagonism; D3R cells, DiscoveRx beta-arrestin luminescence, antagonist mode; stronger effect = lower value; 360,000 compounds, 2.5% hits; AID 652054; P35462; max response, negative = inhibition, %; in the data active means max response below about -50%; inconclusive means no clear call, values can overlap the other calls; further: on the % scale 0 is the no-effect control and ±100 the full control effect; mostly tested at two doses, the higher about 12 µM
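Cells expressing the human receptor were seeded at 1500 cells/well, incubated overnight at 37 degrees C in 5% CO2, then exposed to library compounds with dopamine controls for 90 minutes at 37 degrees C before luminescent detection.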
TDP-43 yeast inh: inhibitors of TDP-43 toxicity in yeast | AID 652104 | 410,000 compounds, 1.8% hits | Potency, µM (top dose mostly 46.1 µM), for inactives: top-dose growth rescue (activation), most hits filed as activators | TDP-43 expressing yeast growth rescue, BacTiter-Glo, 24 h; further: potency means the concentration at half of the fitted maximal effect; % of control where 0% means no effect; nearly all actives have a fitted effect of over 50% in size
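Galactose-induced TDP-43 yeast, OD600=0.02, compound pinned; 24 hr, 30 deg C; BacTiter-Glo luminescence for growth. Inhibitors of TDP-43 toxicity read as activators.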
GLP1R cytotox: cytotoxic in the GLP-1 receptor inverse agonist counter-screen | Potency, µM (series often up to 38.3 µM), for the others: at the top dose activity change, negative = inhibition, most hits filed as inhibitors | AID 624418 | HEK293 cAMP-luciferase reporter cells, luminescence, 24 h | 410,000 compounds, 0.13% hits;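 further: loss of luciferase light is scored as toxicity; potency means the concentration at half of the fitted maximal effect; on the % scale 0 is the no-effect control and ±100 the full control effect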
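Compound-treated cells are incubated 24 hr at 37 deg C under 5% CO2 after a 12 hour attachment period, then luciferase detection reagent is added and luminescence is measured following 12 min at room temperature; lowered signal indicates toxicity.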
GLP1R ag: agonists of human GLP-1 receptor; Potency, µM (series often up to 45.6 µM), without a hit: at the top dose activation, usual class: activators; P43220; 380,000 compounds, 0.007% hits; HEK293 GLP-1R CRE-luciferase, luminescence, 4-6 h; cells express a hypersensitive GLP-1R form; further: potency means the concentration at half of the fitted maximal effect; % of control where 0% means no effect
Target sequence (P43220 whole entry, looked up): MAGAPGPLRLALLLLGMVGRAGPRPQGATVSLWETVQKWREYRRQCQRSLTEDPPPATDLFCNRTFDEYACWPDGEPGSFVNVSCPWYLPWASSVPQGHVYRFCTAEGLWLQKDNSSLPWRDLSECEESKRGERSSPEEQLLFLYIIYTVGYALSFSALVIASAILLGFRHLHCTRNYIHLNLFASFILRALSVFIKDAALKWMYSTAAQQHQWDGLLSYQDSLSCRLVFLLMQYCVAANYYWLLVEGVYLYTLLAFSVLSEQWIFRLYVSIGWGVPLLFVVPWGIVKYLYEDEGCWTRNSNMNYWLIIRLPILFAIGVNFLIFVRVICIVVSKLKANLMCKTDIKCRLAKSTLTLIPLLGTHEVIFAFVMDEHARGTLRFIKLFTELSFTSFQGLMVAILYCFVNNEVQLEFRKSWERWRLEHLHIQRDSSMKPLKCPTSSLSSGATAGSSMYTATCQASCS
GLP-1R inv ag: acts as inverse agonist at human GLP-1 receptor; P43220; HEK293 GLP-1R CRE-luciferase, luminescence, 24 h; GLP-1R form is constitutively active; Potency, µM (titrated, usually from 38.3 µM), without a hit: top-dose activity change, negative = inhibition, most hits filed as inhibitors; 410,000 compounds, 1.6% hits; AID 624417; further: potency means the concentration at half of the fitted maximal effect; on the % scale 0 is the no-effect control and ±100 the full control effect; nearly all actives have a fitted effect of over 55% in size
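HEK293 cells stably co-expressing a cAMP-responsive luciferase reporter and constitutively active GLP-1R were seeded, incubated 12 h, then exposed to compounds for 24 h at 37 C. Luminescence was read 12 min after detection reagent; inverse agonists lower signal.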
D3 ag: activates the human D3 dopamine receptor. P35462. D3R DiscoveRx beta-arrestin cells, luminescence, 90 min. max activation, %. 410,000 compounds, 0.58% hits; in the data active means max activation above about 30%; further: 0% is about no effect; mostly tested at two doses, the higher about 12 µM
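Agonist mode: compounds and dopamine controls were applied to plated cells for 90 min at 37 degrees C after an overnight attachment at 1500 cells/well. Luminescent read-out followed 30 - 60 minutes at room temperature with DiscoveRx detection reagent.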
KB-V1 MDR tox: KB-V1 MDR subline cytotoxicity; KB-V1 MDR cells viability, CellTiter-Glo, 72 h; Potency, µM (top dose mostly 46.1 µM), for the others: top-dose activity change, negative = cytotoxicity, usual class: cytotoxic; 400,000 compounds, 3.4% hits; further: potency means the concentration at half of the fitted maximal effect; on the % scale 0 is the no-effect control and ±100 the full control effect; nearly all actives have a fitted effect of over 60% in size
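In this primary screen, KB-V1 cells overexpressing P-gp are incubated with library compounds (lowest to highest concentration) for 72 h at 37 degrees C before a luminescent ATP viability read.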
aSyn rescue: alpha-synuclein toxicity inhibition in yeast. Yeast expressing alpha-synuclein, growth rescue, BacTiter-Glo, 24 h. Potency, µM (top dose mostly 46.1 µM), without a hit: top-dose growth rescue (activation), most hits filed as activators. 370,000 compounds, 0.14% hits. AID 652106; further: potency means the concentration at half of the fitted maximal effect; % of control where 0% means no effect; nearly all actives have a fitted effect of over 65% in size
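Rescue of yeast growth: cells expressing toxic alpha-synuclein, induced in galactose at OD600 0.02, incubated with compound 24 h at 30 C. ATP luminescence quantified growth; inhibitors of toxicity appear as activators.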
Active calls of the source: *; i = inactive; ? = inconclusive; . = not tested or not shown; & = joins results of further samples; [ ] = remark or other dose. Unless noted, the call rests on the fitted dose curve; in most records, active means well fitted curve in the direction sought with a large enough effect; inconclusive means small, poorly fitted or top-dose-only effect, or another doubt; inactive means no such curve, though single readings can be large; an effect the other way counts as inactive or inconclusive.

The opening three entries, ahead of the listing:
SMILES	PTHR1 agonist	DRD3 antagonist	TDP-43 yeast inh	GLP1R cytotox	GLP1R ag	GLP-1R inv ag	D3 ag	KB-V1 MDR tox	aSyn rescue
CS(=O)(=O)c1ccc(C(=O)Nc2ccc(N3CCCC3)cc2)c(Cl)c1	i	3	-9%	1%	12%	18%	6	0%	2%
CCNc1nc(NCC)nc(OCC(=O)O)n1	-7%	13	-5%	0%	0%	0%	4	18%	?
Cn1c(Cc2cccs2)nnc1SCC(=O)N1CCc2ccccc21	-10%	7	5%	-20%	-2%	4%	2	?	9%

The list itself, repeating the preview:
SMILES	PTHR1 agonist	DRD3 antagonist	TDP-43 yeast inh	GLP1R cytotox	GLP1R ag	GLP-1R inv ag	D3 ag	KB-V1 MDR tox	aSyn rescue
CS(=O)(=O)c1ccc(C(=O)Nc2ccc(N3CCCC3)cc2)c(Cl)c1	i	3	-9%	1%	12%	18%	6	0%	2%
CCNc1nc(NCC)nc(OCC(=O)O)n1	-7%	13	-5%	0%	0%	0%	4	18%	?
Cn1c(Cc2cccs2)nnc1SCC(=O)N1CCc2ccccc21	-10%	7	5%	-20%	-2%	4%	2	?	9%
Cc1sc2nc(CSc3cccc(C(F)(F)F)c3)[nH]c(=O)c2c1C	i	8	4%	19%	-9%	24%	9	0%	1%
COc1ccc(C2CC(c3ccccc3Cl)Nc3ncnn32)cc1OC (stereo not given)	i	-13	10%	-1%	9%	75%[activator]	0	-9%	1%
CCOc1cc(C(=O)N2CCC3(CC2)NCCc2[nH]cnc23)cc(OCC)c1OCC	i	10	13%	-11%	-3%	5%	4	-10%	1%
O=C(CCn1ccnc1)Nc1cc(Cl)ccc1O	i	-6	-24%	-6%	1%	-8%	-4	-3%	8%
Cn1c(N)c(C(=O)COC(=O)C2=NNC(=O)CC2)c(=O)n(C)c1=O	?	-17	-3%	19%	4%	2%	-25	27%	-4%
CCc1ccc(CNC(=O)CCN2C(=O)COc3ccccc32)cc1	i	.	?	2%	.	-24%	-22	.	.
Cc1ccc(N2Cc3ccccc3C2=S)cc1	-25%	5	21%	-4%	10%	?	-6	5%	2%
CCOC(=O)CC1C(=O)NCCN1C(=O)COc1ccc(Br)cc1C (stereo not given)	i	5	19%	1%	20%	-8%	0	?	-2%
COc1ccc(-c2nn(-c3ccccc3)cc2/C=C(/C#N)C(N)=O)cc1[N+](=O)[O-]	i	2	9%	-12%	3%	-2%	1	?	-3%
CCN(CC)CCCNC(=O)c1cc(-c2ccc(Cl)cc2)on1	i	14	-10%	26%	17%	1%	-17	0%	0%
CN[C@H]1CCc2cc(OC)c(OC)c(OC)c2-c2ccc(N(C)CC(OC)OC)c(=O)cc21	13%	-18	0%	?	12%	?	-4	?	-6%
CCOC(=O)c1c(NC(=O)c2cc3ccccc3c(=O)o2)sc2c1CCC(C(C)(C)C)C2 (stereo not given)	i	.	2%	-3%	.	8%	-5	-4%	.
O=C(NCc1ccc2c(c1)OCO2)c1cc(=O)[nH]c2ccccc12	2%	12	9%	-15%	1%	20%	4	-4%	-3%
O=c1c2ccccc2ncn1-c1ccc([N+](=O)[O-])cc1Cl	-24%	-8	18%	-2%	-6%	?	-6	7%	0%
Cc1ccc(-c2nnc(CSc3nc4cc5c(cc4cc3C)OCO5)o2)cc1	15%[57.5 µM]	7	-18%	11%	2%	71%[activator]	-6	9%	5%
CCCCNC(=O)/C(C#N)=C/c1cccnc1	?	9	-5%	16%	1%	3%	0	3%	2%
Cc1cccc(C)c1Cn1c(C)c(C(=O)NCCC#N)sc1=O	-6%	1	23%	-9%	4%	0%	6	?	8%
Cc1ccc(C)c(NC(=O)C2CCN(c3cc(C)nc4c(-c5ccc(Cl)cc5)c(C)nn34)CC2)c1	0%	.	20%	-5%	0%	-6%	4	-4%	.
COc1ccccc1N(C)S(=O)(=O)c1ccc(C)c(C(=O)NCc2ccccn2)c1	-26%	?	3%	15%	-1%	-2%	-9	-4%	-2%
COc1ccc(NC(=O)CN(C)CC(=O)N2CC(=O)Nc3ccccc32)cc1	i	-7	5%	6%	1%	8%	-1	-3%	-1%
Cc1sc2nc(CSc3ccccc3)nc(N3CCOCC3)c2c1C	-21%	14	11µM*	100%[activator]	?	?	0	-5%	0%
CCCS(=O)(=O)N1CCCC(C(=O)NCCCOC(C)C)C1 (stereo not given)	-7%[57.5 µM]	-17	0%	-1%	-9%	5%	-7	16%	-7%
CC12CCC(C(N)C1=O)C2(C)C (stereo not given)	i	-1	-3%	-4%	-3%	1%	7	13%	-7%
NC(=O)NCc1ccc(F)cc1	i	6	4%	9%	-4%	-6%	2	11%	-2%
Cc1nc(C)c(C(=O)OCC(=O)NCc2ccccc2)s1	i	0	12%	4%	1%	7%	3	-5%	?
S=c1[nH]c2ccccc2n1CCc1ccncc1	i	3	25%	-13%	-1%	-2%	-3	?	-8%
Cc1ccc(NC(=O)CN(C)C(=O)CSc2ccccc2F)cc1	i	3	-3%	-15%	5%	1%	-5	-5%	-9%
CCN(CC)S(=O)(=O)c1ccc(N2CCOCC2)c(NC(=O)C(C)Oc2ccc(F)cc2)c1 (stereo not given)	-6%	1	-5%	-11%	23%	-22%	-4	2%	1%
O=C(Nc1ccccc1Cl)ON=C1c2ccccc2-c2ccccc21	-8%[57.5 µM]	15	?	7%	8%	-14%	2	-28%	-5%
Cc1cccc(COc2ccccc2/C=N/Nc2ccc([N+](=O)[O-])cc2)c1	-20%	-4	12%	52%[activator]	0%	?	1	16µM*	8%
Cc1nnc(-c2cnn(-c3ccccc3)c2N)n1Cc1ccccc1	-8%[57.5 µM]	-9	8%	3%	-4%	0%	0	1%	7%
CCNC(=O)C1(C)CCCN(Cc2noc(-c3c(C)noc3C)n2)C1 (stereo not given)	i	-16	20%	5%	-9%	12%	0	0%	0%
CCCCCCCC(=O)NNC(=O)c1c(O)c2ccccc2n(CCC)c1=O	-15%	3	-60%[inhibitor]	-5%	8%	-9%	4	-20%	15%
C/C(CC(=O)Nc1ccc2c(c1)OCCO2)=N\NC(=O)COc1ccc(Cl)c(C)c1	i	6	13%	2%	-4%	-6%	13	?	10%
Cc1nn(CC(=O)OCC(=O)NCCc2ccc(S(N)(=O)=O)cc2)c(C)c1[N+](=O)[O-]	i	11	15%	7%	-7%	-15%	0	1%	0%
CCOC(=O)[C@]12CCC=C1N(Cc1ccccc1)C(=O)[C@H](CC(=O)NCCC(C)C)C2	i	?	14%	-5%	5%	-26%	4	?	22%
N=C(N)SCc1nc2ccccc2c(=O)n1-c1ccccc1	-19%&-34%	17&5	11%&10%	-8%&5%	3%&8%	19%&86%	2&14	?	-13%&0%
CCn1nnc2cc(C(=O)Nc3ccc(Cl)cc3C)ccc21	-3%	.	-4%	3%	.	15%	-5	1%	.
O=C(Nc1ccccc1C(=O)O)c1cc(S(=O)(=O)N2CCOCC2)c(Br)s1	-5%	2	-15%	-25%	-2%	12%	-7	-2%	0%
Cc1nc(CNC(=O)c2ccccc2OC2CCN(S(C)(=O)=O)CC2)cs1	i	9	8%	-7%	13%	8%	4	-9%	-13%
Cc1onc(-c2ccccc2)c1C(=O)NNC(=S)NC(=O)/C=C/c1ccccc1	-28%	-10	17%	10%	-44%[inhibitor]	-4%	-12	2.9µM*	25%
CN(C)C(=O)c1cccn1-c1ncc(C(F)(F)F)cc1Cl	i	-2	2%	-14%	7%	3%	6	13%	-4%
OC(COCc1ccccc1)Cn1cnc2ccccc21 (stereo not given)	i	19	-9%	-2%	0%	-1%	7	16µM*	1%
CN(C(=O)C1Cc2c(-c3ccccc3Oc3ccccc3)ccnc2O1)c1ccccc1 (stereo not given)	-96%[inhibitor]	1	?	-14%	-2%	?	2	-9%	0%
CC(=O)NC(=Cc1ccccc1)C(=O)N1CCCC1C(=O)O (stereo not given)	i	23	21%	-28%	-4%	-3%	5	11%	-2%
Cc1cc(C(=O)NC2CCCc3c2cnn3-c2cccc(C)c2C)c(C)o1 (stereo not given)	-46%[inhibitor]	6	2%	-11%	2%	?	0	?	-6%
O=C(OC1CCOC1=O)c1cc(-c2cccs2)nc2ccccc12 (stereo not given)	-22%	2	25µM*	6%	1%	16%	-2	19%	0%
CCO[C@H]1OC(C(=O)Nc2ccccc2)=C[C@@H](C)[C@@H]1CCCO	-4%	-4	-4%	6%	2%	4%	7	-10%	10%
CCCn1c(SCc2ccccc2)nc2c1c(=O)[nH]c(=O)n2C	-2%	-14	13%	-5%	18%	8%	-1	?	-2%
Nc1ccc2c(c1)-c1ccc(F)cc1C2=O	i	-30	-17%	?	4%	15%	-10	?	14µM*
COc1ccc(OC)c(NC(=O)C(=O)N/N=C(\C)CC(=O)Nc2ccc(Cl)cn2)c1	-2%	-6	-24%	-7%	3%	11%	4	1%	0%
COc1ccc(N(CC(=O)N2CCCC(C)C2)S(=O)(=O)c2c(C)nn(C)c2C)cc1 (stereo not given)	i	6	0%	-14%	12%	-3%	0	0%	-2%
Cc1ccc(C)c(S(=O)(=O)N2CC(=O)Nc3ccccc32)c1	i	5	-17%	-12%	-6%	-5%	-4	4%	-10%
COC(=O)[C@]1(C)N[C@H](CN(C)C(=O)c2ccc(C)cc2)[C@@H]2C(=O)N(Cc3ccccc3)C(=O)[C@@H]21	i	-22	8%	2%	0%	4%	3	0%	4%
CCOc1ccc(NC(=O)c2cc(S(=O)(=O)N3CCC(C)CC3)cn2C)cc1	-22%	.	3%	6%	-1%	3%	-5	25%	.

Not all compounds are listed; count on the stated rates, not on these rows.
